Bioassay records: PubChem BioAssay, National Center for Advancing Translational Sciences (NCATS)
Lipid storage S3 – qHTS Assay for Lipid Storage Modulators in Drosophila S3 Cells | Drosophila S3 cells, BODIPY lipid droplet fluorescence, 18-24 h; cells fed with added oleic acid | Potency in µM for hits, for the others lipid storage change, negative = inhibition, % at the top dose, mostly 46.1 µM | hit rate 0.64% among 320,000 | AID 2685; active means well fitted inhibition curve with a large enough effect in the signal ratio, with a control signal flat, not every such curve was filed as active; inconclusive means small, poorly fitted or top-dose-only effect, or effect the other way, or a change in a side signal; the % refers to the signal ratio
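Laser-scanning cytometry quantifies lipid droplet accumulation (500–530 nm total intensity; droplet/cell object ratio) in oleic acid-fed (400 uM added) Drosophila S3 cells treated with a concentration series. 20 uM Triacsin C defined 100% inhibition.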
Lipid storage S3 cell count max – also measured in Lipid storage S3; calls as there; cell number change, %; measured here: cell count max response;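 cells counted by Cell Tracker Red CMTPX staining in the red channel; peak over a dose series mostly up to 46.1 µM; percent activity relative to internal control wells on each plate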
The depositor's hits bear a star; i = inactive; u = inconclusive; x = not tested or not shown. On the % scale 0 is the no-effect control and ±100 the full control effect; potency means the concentration at half of the fitted maximal effect. This is a subset; count on the stated rates, not on these rows.

Lipid storage S3	Lipid storage S3 cell count max	molecule
u	x	CCOc1ccccc1NC(=S)NC(=O)C1CC1
0%	-10	CCCSC1=C(C#N)C(c2cc(OC)ccc2OC)CC(=O)N1 (stereo not given)
i	x	O=C(Nc1ccccc1)C1Cc2ccccc2CN1C(=O)c1ccco1 (stereo not given)
u	x	COc1ccc(CCC(=O)Nc2ccc(C(=O)c3ccncc3)cc2)cc1
-25%	2	C=CCn1c(SCC(=O)NCC2CCCO2)nc2scc(-c3ccccc3)c2c1=O (stereo not given)
u	x	CC(C)Oc1ccc(S(=O)(=O)N2CCOCC2)cc1NC(=O)Cc1c(F)cccc1Cl
u	x	N#CC1=C(SCC(=O)NC23CC4CC(CC(C4)C2)C3)NC(=O)C(C#N)C12CCCCC2 (stereo not given)
15%	0	CC(C)C[C@@]12C(=O)N(c3cccc(Cl)c3)C(=O)N1[C@H](c1ccc(F)cc1)[C@@H]1C(=O)N(C3CCCCC3)C(=O)[C@@H]12
14%	-4	CC1(C)Cc2c(sc(NC(=O)C3CC(Cl)=CCC3C(=O)O)c2C#N)CO1 (stereo not given)
u	x	O=C(Cc1cccc2ccccc12)Nc1ccc2oc(-c3ccccc3)nc2c1
u	x	Cn1c(C(=O)N2CCOCC2)cc2c(=O)n3ccccc3nc21
u	x	O=C(COC(=O)c1cc(Cl)ccc1O)NCCC1=CCCCC1
u	x	C[C@@]12CCC=C[C@H]1[C@H](c1ccc3ccccc3c1)N(Cc1ccccc1)C2=O
i	-10	COc1ccc(CN2CCN(C(=O)c3cccs3)CC2)c(OC)c1OC
u	x	CC(OC(=O)CNC(=O)c1ccco1)C(=O)Nc1ccc(Cl)cn1 (stereo not given)
u	x	Cc1cc(C)n2nc(C(=O)N/N=C/c3ccccc3C)nc2n1
6%	7	Cc1cccc(SCC(=O)Nc2ccccc2[N+](=O)[O-])c1
u	x	O=c1c2nnn(Cc3ccc(Cl)cc3)c2ncn1Cc1ccc(F)cc1
-3%	-8	CCOC(=O)c1c(S(=O)(=O)N2CCCC(C(=O)Nc3ncccc3C)C2)c(C)n(C)c1C (stereo not given)
9%	-6	COc1ccc(-c2c(C(C)=O)c(C)nc3sc4c(=O)n(-c5ccc(C)cc5)nnc4c23)cc1
u	x	COCCn1c(-c2ccc(OC)cc2)cnc1SCC(=O)Nc1cccc2ccccc12
u	x	Cn1c(SCC(=O)NCc2ccccc2)nnc1C1CC1
u	x	CC1=C(C(=O)OCc2ccccc2)C(c2ccco2)n2ncnc2N1 (stereo not given)
u	x	O=C(COC(=O)/C=C/c1cccc(C(F)(F)F)c1)Nc1cccc2ccccc12

16 entries already listed, ordered by molecular weight, rising:
Lipid storage S3	Lipid storage S3 cell count max	molecule
6%	7	Cc1cccc(SCC(=O)Nc2ccccc2[N+](=O)[O-])c1
u	x	Cc1cc(C)n2nc(C(=O)N/N=C/c3ccccc3C)nc2n1
u	x	Cn1c(C(=O)N2CCOCC2)cc2c(=O)n3ccccc3nc21
u	x	CC1=C(C(=O)OCc2ccccc2)C(c2ccco2)n2ncnc2N1 (stereo not given)
u	x	O=C(COC(=O)c1cc(Cl)ccc1O)NCCC1=CCCCC1
u	x	CC(OC(=O)CNC(=O)c1ccco1)C(=O)Nc1ccc(Cl)cn1 (stereo not given)
u	x	C[C@@]12CCC=C[C@H]1[C@H](c1ccc3ccccc3c1)N(Cc1ccccc1)C2=O
u	x	O=c1c2nnn(Cc3ccc(Cl)cc3)c2ncn1Cc1ccc(F)cc1
i	-10	COc1ccc(CN2CCN(C(=O)c3cccs3)CC2)c(OC)c1OC
u	x	O=C(Cc1cccc2ccccc12)Nc1ccc2oc(-c3ccccc3)nc2c1
14%	-4	CC1(C)Cc2c(sc(NC(=O)C3CC(Cl)=CCC3C(=O)O)c2C#N)CO1 (stereo not given)
u	x	N#CC1=C(SCC(=O)NC23CC4CC(CC(C4)C2)C3)NC(=O)C(C#N)C12CCCCC2 (stereo not given)
u	x	COCCn1c(-c2ccc(OC)cc2)cnc1SCC(=O)Nc1cccc2ccccc12
9%	-6	COc1ccc(-c2c(C(C)=O)c(C)nc3sc4c(=O)n(-c5ccc(C)cc5)nnc4c23)cc1
u	x	CC(C)Oc1ccc(S(=O)(=O)N2CCOCC2)cc1NC(=O)Cc1c(F)cccc1Cl
15%	0	CC(C)C[C@@]12C(=O)N(c3cccc(Cl)c3)C(=O)N1[C@H](c1ccc(F)cc1)[C@@H]1C(=O)N(C3CCCCC3)C(=O)[C@@H]12

3 structures already listed, arranged by length of the SMILES, low to high:
Lipid storage S3	Lipid storage S3 cell count max	molecule
u	x	Cn1c(SCC(=O)NCc2ccccc2)nnc1C1CC1
u	x	O=C(COC(=O)/C=C/c1cccc(C(F)(F)F)c1)Nc1cccc2ccccc12
-3%	-8	CCOC(=O)c1c(S(=O)(=O)N2CCCC(C(=O)Nc3ncccc3C)C2)c(C)n(C)c1C (stereo not given)

The list goes on:
Lipid storage S3	Lipid storage S3 cell count max	molecule
-14%	-12	CCOC(=O)c1ccc(NC(=S)NCC(O)c2ccccc2)cc1 (stereo not given)
u	x	Cc1cc(NS(=O)(=O)c2ccc(NC(=S)NCc3ccccc3)cc2)no1
u	x	COC(=O)Cn1c(=NC(=O)CN2C(=O)CCC2=O)sc2cc(S(N)(=O)=O)ccc21
4%	3	Cc1nc(SCC(=O)c2ccc(F)c(F)c2)[nH]c(=O)c1Oc1ccc(F)cc1
9%	7	O=Cc1sc(=O)n(Cc2cccc(C(=O)O)c2)c1Cl
u	x	CCN1C(=O)C(=O)N(CC(=O)Nc2cc(C)ccc2C)C1=O
u	x	O=C(c1cccc(COCC(F)(F)C(F)F)c1)N1CCN(c2ccccc2)CC1
u	x	CS(=O)(=O)N(CCc1ccccc1)CC(=O)Nc1ccc2c(c1)OCO2
u	x	COc1cc(Br)cc2cc(C(=O)N3CCOCC3)c(=O)oc12
u	x	Cc1ccc(/C=C/C(=O)Nn2cnnc2)cc1
-12%	12	CCCc1nnc(NC(=O)CN2CCOCC2)s1
3.7µM*	3.1*	O=C(Oc1ccccc1)c1c(Cl)cccc1P(=O)(O)O
u	x	CCOc1ccc(NC(=S)Nc2ccc(Br)cc2Cl)cc1
14%	x	COc1ccc2c(c1)CCC(C)N2C(=O)C(=O)c1c[nH]c2ccccc12 (stereo not given)
-22%	-13	CC1(CC(=O)N/N=C/c2ccc(-c3ccc(Cl)cc3)o2)OCCO1
i	-10	Cc1ccccc1-c1cnn(-c2cccc([N+](=O)[O-])c2)c1N
14%	-12	N=c1c(S(=O)(=O)c2ccc(F)cc2)cc2c(=O)n3ccccc3nc2n1CC1CCCO1 (stereo not given)
u	x	C/C(=N\NC(=O)c1cccs1)c1ccc2ccccc2c1
u	x	COC(=O)CNC(=O)Cn1cnc2sc(C)c(S(=O)(=O)N3CCN(c4ccccc4OC)CC3)c2c1=O
u	x	COc1cc(CNCCSc2nnnn2C)cc(OC)c1OC
u	x	CCCc1cc(=O)n2[nH]c(NCc3c(Cl)cccc3Cl)nc2n1
u	x	Cc1nc2c(ccc3nc(NC(=O)C4CC4)sc32)s1
-18%	-2	O=C(CN(Cc1ccccc1F)S(=O)(=O)c1ccc(Cl)cc1)NCC1CCCO1 (stereo not given)
u	x	CCOC(=O)c1c(/N=C/c2cc([N+](=O)[O-])ccc2O)sc(C)c1C
-4%	7	COc1ccc(C(CNc2nc(-c3cccnc3)nc3ccccc23)N(C)C)cc1 (stereo not given)
5%	-14	Cc1ccc(C(=O)Nc2ccc(N3CCOCC3)cc2)cc1
u	x	O=C(Nc1nc(-c2ccccn2)cs1)c1ncc(Cl)c(Cl)c1Cl
-3%	1	C#CC1(NC(=O)NC(C)(C)C)CCCCC1
u	x	Cc1nn(C)cc1S(=O)(=O)NCc1ccc2c(c1)OCO2
u	x	O=C(CSc1ccccc1C(=O)O)NCc1ccccc1
u	x	COc1cccc(/C=N/N2C(=O)C3C4c5ccccc5C(c5ccccc54)C3C2=O)c1OC (stereo not given)
7%	-18	CCN1C(=O)[C@@H]2[C@@H](c3ccc(-c4ccc(F)cc4)cc3)N3CCC[C@@]3(C(=O)OC)[C@@H]2C1=O
u	x	C=CCOc1c2ccc(C(=O)N(CC)c3ccc(OC)cc3)cc2nn1C
5%	11	COc1ccc(N2C(=O)c3ccccc3NC2c2ccc(OC)c(CN3CCOCC3)c2)cc1 (stereo not given)
u	x	Cc1nn(CC(=O)N2CCC(N3CCCCC3)CC2)c(=O)c2c1sc1ccccc12
2%	-9	O=C(O)CC1(Cc2nc(-c3cccs3)no2)CCCC1
4%	4	O=C(CSc1nnc2ccccn12)NNC(=O)c1ccc([N+](=O)[O-])cc1
u	x	Cc1ccccc1C(=O)Nc1cc(S(=O)(=O)N2CCOCC2)ccc1N1CCN(C)CC1
u	x	CCN(CC(=O)Nc1ccccc1Br)C1CCCCC1
u	x	Cn1nc(C(C)(C)C)cc1C(=O)O
u	x	Cc1cc(C(=O)COc2cccnc2[N+](=O)[O-])c(C)n1-c1ccccc1F
1%	4	O=C(Cn1cnc2c(nnn2Cc2ccccc2)c1=O)c1ccc(Cl)cc1
i	0	CN(C)c1ccc(C(C(=O)NCc2ccccc2)N(Cc2cccnc2)C(=O)c2snc(C(N)=O)c2N)cc1 (stereo not given)
u	x	CCCCn1c(N)c(N(CCOC)C(=O)CSCC(=O)Nc2cccc(C)c2)c(=O)[nH]c1=O
u	x	CCOC(=O)N1CCN(C(=O)C2CCN(CC3CCCCC3)CC2)CC1
16%	-8	C/C(Cn1nnc2ccccc21)=N\NC(=O)c1cccc(Br)c1
-3%	11	O=C(N/N=C/C=C/c1ccco1)c1ccncc1
16%	9	CCCOc1ccc(/C=N/Nc2ccc(C(=O)O)cc2)c(OCCC)c1
u	x	Cc1ccc(N(CC(=O)N/N=C/c2cccs2)S(C)(=O)=O)cc1Cl
i	x	COc1ccc(/C=N/OC(=O)Nc2ccccc2OC)cc1
u	x	COc1ccc(CN2CCNC(=O)C2CC(=O)NCCSc2nccn2C)cc1OC (stereo not given)
18%	10	C/C(=N\NC(=O)c1ccc(C)cc1C)c1ccc(-n2ccnc2)cc1
u	x	COc1ccc(CCNCC(=O)Nc2ccc(OC(F)F)cc2)cc1
u	x	Cc1ccc(NC(=O)CCNC(=O)c2ccccc2Cl)nc1
-1%	-1	CCC(=O)c1ccc(O)cc1
u	x	Cc1ccc(SCC(=O)N2CC(C)OC(C)C2)cc1 (stereo not given)

Next section.
Lipid storage S3	Lipid storage S3 cell count max	molecule
u	x	Cc1ccc(C)c(OCCn2cc(/C=C(\C#N)C(=O)NCc3ccco3)c3ccccc32)c1
u	x	CCOC(=O)CSc1nc2c(sc(=S)n2-c2ccccc2)c(=O)n1-c1ccc(OC)cc1OC
u	x	Cc1ccc(C)c(N2CC(C(=O)O)CC2=O)c1 (stereo not given)
-4%	6	CC(=O)c1cccc(NC(=O)c2ccc(N(C)S(C)(=O)=O)cc2)c1
14%	-8	c1ccc(NC2=NCCN2CC2CCCCCC2)cc1
-16%	-14	Cc1[nH]n(-c2ccc([N+](=O)[O-])cc2)c(=O)c1C=NCCc1c(C)[nH]c2ccccc12
i	24	COc1cccc(-c2ccc(=O)n(CC(=O)Nc3ccc(C(=O)N4CCCC4)cc3)n2)c1
u	x	COC(=O)c1ccc(/C=C(\C#N)c2nc3ccccc3s2)cc1
u	x	COC(=O)CN1C(=O)CC(C)(C)S(=O)c2ccccc21 (stereo not given)
u	x	CCc1nc2ccc(C(=O)NCCc3ccccc3OC)cc2nc1CC
7%	-11	CON(c1nc(Cl)nc(N(C)C)n1)S(=O)(=O)c1ccccc1Cl
2%	-14	COC(=O)C1=NN(c2ccccc2)C2(S1)SC(C(C)=O)=C(C)N2c1ccccc1 (stereo not given)
i	x	COc1cc(C(=O)NCc2nnc(SCC(=O)c3ccc(Cl)cc3)o2)cc(OC)c1OC
7%	-2	NC1=NC(=O)C2(COC(c3ccccc3Cl)OC2)S1 (stereo not given)
-6%	-12	CC(=O)Nc1ccc(NC(=O)c2ccccc2S(=O)(=O)c2ccc([N+](=O)[O-])cc2)cc1
15%	-11	CCOC(=O)c1c2ccc(OCC(=O)N/N=C/c3ccc(Cl)cc3)cc2n2ccccc12
u	x	COc1ccccc1-c1nnc(SCC(=O)N2CCCC2)o1
u	x	Cc1cccc(N2N=C(C(=O)Nc3nc(C)cs3)CCC2=O)c1
9%	9	O=C(CSc1nc2ccsc2c(=O)n1Cc1ccc(C(=O)O)cc1)NCC1CCCO1 (stereo not given)
9%	-1	CCN(CC)c1ccc(C(=O)OCC(=O)Nc2cc3oc4ccccc4c3cc2OC)cc1
u	x	N/C(Cc1cccs1)=N\OC(=O)COc1ccc(Br)cc1
u	x	CC(=O)Nc1ccc(OCc2ccc3c(c2)OCO3)cc1
u	x	CN1C(C(=O)NCc2ccccc2)CC2Cn3c(nc4ccccc43)C21 (stereo not given)
u	x	CCOc1ccccc1NC(=O)CC1Nc2cc(C)c(C)cc2NC1=O (stereo not given)
u	x	CCOc1ccc(-n2c(N)c(-c3nc4ccccc4[nH]3)sc2=S)cc1
-9%	-11	O=C(Nc1ccnn1C1CCN(Cc2ccccn2)CC1)c1cccc(F)c1
7%	8	Fc1ccccc1/C=N/n1c(-c2cccnc2)n[nH]c1=S
0%	23	CCOc1cc(NC(=S)NCCCN2CCOCC2)c(OCC)cc1NC(=O)C1CCCCC1
u	x	COc1cc(OC)cc(-c2sc3ccc(OC)cc3c2C#CC(C)(C)O)c1
-9%	-8	COC(=O)C(C(=O)Nc1ccccc1C)C1CCCCCC1 (stereo not given)
-7%	-1	CCSC(=S)c1c(C)[nH]n(-c2ccccc2)c1=O
10%	13	Cc1cccc(NS(=O)(=O)c2cnc(Cl)c(Br)c2)n1
u	x	CCN(CC)C(=O)C1CCCN(Cc2cccc(F)c2)C1 (stereo not given)
3%	4	O=C1CCc2ccc(NC(=O)C3CC3)cc2N1
